ssDAF12 agonist = activators of S. stercoralis DAF-12 nuclear receptor | HEK293 ssDAF-12/GRIP1 lit1-tk-luc reporter, luminescence; % of 3 µM dafachronic acid response | activation, % at 6.8 µM | AID 652126 | 370,000 tested, 1% active;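 active = activation above the mean over all tested compounds plus 3 SD, cut at about 0.9% in these data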;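 also: 0% = DMSO-only wells and 100% = 3 µM delta7-dafachronic acid wells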
DAX1 inh-1 = inhibitors of human orphan nuclear receptor DAX1 (NR0B1) | HEK293 Gal4-DAX1 luciferase reporter, luminescence | inhibition, % at 6.75 µM | 340,000 tested, 0.99% active | AID 504766;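 active = inhibition above the mean over all tested compounds plus 3 SD, cut at about 4.2% in these data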;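 also: 0% = DAX1-transfected cells with DMSO and 100% = empty-vector control cells with DMSO; inhibition shows as a rise in luminescence from relieved DAX1 repression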
NPR1 activator = GC-A (human) enzyme activation | P16066 | HEK293 GC-A cells, cGMP TR-FRET, EC30 ANP; 0% at EC30 ANP, 100% saturating ANP | activation, % at 10 µM | 370,000 tested, 0.14% active; in the data active = activation above about 40%
SMARCA2 activ = increases SMARCA2 function in MMTV reporter cells; 370,000 tested, 1% active; AID 652017; activation, % at 9.1 µM; MG213 cells, MMTV-luciferase reporter, dexamethasone, overnight; in the data active = activation above about 7.8%;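 also: 0% = vehicle wells and 100% = reference activator wells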
DAX1 inh-2 = DAX1 (NR0B1) inhibition, primary screen; 370,000 tested, 1.1% active; HEK293T StAR-luciferase reporter, SF-1/DAX-1 repression relief; AID 652010; inhibition, % at 6.8 µM;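 active = inhibition above the mean over all tested compounds plus 3 SD, cut at about 3.6% in these data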;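 also: 0% = DAX-1 cells with DMSO and 100% = cells lacking DAX-1 with DMSO; higher inhibition means more luminescence from relief of DAX-1 repression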
hgDAF12 agonist = agonists of H. glycines DAF-12 nuclear receptor; 370,000 tested, 1.8% active; HEK293 GAL4-hgDAF12 UAS-luciferase reporter, agonist luminescence; normalized to butyrate control; activation, % at 6.8 µM; AID 687014;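 active = activation above a cutoff set at the mean of all screened compounds plus 3 SD, cut at about 10% in these data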;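 also: 0% = DMSO wells and 100% = sodium butyrate wells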
KLK7 zymogen act = activates the human kallikrein-7 zymogen | activation, % at 7 µM | P49862 | AID 652039 | 370,000 tested, 0.9% active | purified proKLK7, EDANS-DABCYL substrate fluorescence; 100% is mature enzyme control, 0% vehicle;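 active = activation above the mean of all tested compounds plus 3 SD, computed per campaign excluding outliers beyond control limits, cut at about 13% in these data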
FXN GAA850 act = frataxin GAA850 promoter activation. 360,000 tested, 0.56% active. HEK293 lucGAA850 FXN promoter luciferase reporter, 24 h; percent of 10 µM SAHA response. activation, % at 6 µM;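 active = activation above the average of all compounds screened plus 3 SD, cutoff fixed separately per campaign, cut at about 7.5% in these data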;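 also: 0% = DMSO wells and 100% = 10 µM SAHA wells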
GC-B act = GC-B (human) receptor activation. HEK293-GC-B cells, CNP EC30, cGMP TR-FRET; 0% at EC30 CNP, 100% saturating CNP. P20594. 370,000 tested, 0.11% active. activation, % at 10 µM;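 active = activation at 10 µM reaching about 35% in either raw or pattern-adjusted values, limit read from the data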
Target sequence (P20594 whole entry, looked up): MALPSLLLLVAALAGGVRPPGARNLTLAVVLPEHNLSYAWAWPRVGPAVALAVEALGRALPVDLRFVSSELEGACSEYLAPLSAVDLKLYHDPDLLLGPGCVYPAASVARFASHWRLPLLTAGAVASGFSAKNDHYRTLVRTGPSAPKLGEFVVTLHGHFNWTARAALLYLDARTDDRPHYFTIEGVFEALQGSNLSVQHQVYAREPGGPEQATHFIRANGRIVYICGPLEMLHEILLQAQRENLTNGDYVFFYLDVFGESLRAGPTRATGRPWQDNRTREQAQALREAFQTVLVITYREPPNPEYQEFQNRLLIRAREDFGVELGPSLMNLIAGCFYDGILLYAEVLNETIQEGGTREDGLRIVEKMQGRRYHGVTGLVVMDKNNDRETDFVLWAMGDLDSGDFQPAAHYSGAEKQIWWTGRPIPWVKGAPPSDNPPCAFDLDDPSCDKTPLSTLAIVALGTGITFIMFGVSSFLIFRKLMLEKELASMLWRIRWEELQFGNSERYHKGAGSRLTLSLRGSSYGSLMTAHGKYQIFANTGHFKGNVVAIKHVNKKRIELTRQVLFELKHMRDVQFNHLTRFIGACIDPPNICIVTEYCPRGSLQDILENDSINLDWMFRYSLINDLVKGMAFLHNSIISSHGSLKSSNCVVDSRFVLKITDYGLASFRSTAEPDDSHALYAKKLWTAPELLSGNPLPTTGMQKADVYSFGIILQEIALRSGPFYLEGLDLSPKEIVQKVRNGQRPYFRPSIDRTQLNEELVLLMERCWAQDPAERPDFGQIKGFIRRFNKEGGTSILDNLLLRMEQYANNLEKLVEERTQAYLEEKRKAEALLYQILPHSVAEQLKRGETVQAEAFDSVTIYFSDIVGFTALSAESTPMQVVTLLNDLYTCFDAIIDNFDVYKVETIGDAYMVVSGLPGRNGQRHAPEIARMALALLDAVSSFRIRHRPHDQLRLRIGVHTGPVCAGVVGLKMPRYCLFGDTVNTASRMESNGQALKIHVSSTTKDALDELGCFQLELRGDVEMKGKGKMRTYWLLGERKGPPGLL
sPLA2-III inh = Blocks human group III sPLA2 activity; Q9NZ20; QFRET BODIPY PC-A2 liposome hydrolysis, fluorescence; inhibition, % at 12.2 µM; 370,000 tested, 0.56% active; AID 743126;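 active = inhibition above mean plus 3 SD of compounds lying within the high and low control bounds, cut at about 19% in these data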;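 also: 0% = median of test compound wells and 100% = no enzyme DMSO wells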
hcDAF12 agonist = activates DAF-12 receptor from parasite H. contortus. HEK293 hcDAF-12 lit1-tk-luc reporter, luminescence; 0% DMSO, 100% Δ7-dafachronic acid. activation, % at 6.8 µM. 370,000 tested, 1.4% active. AID 652067;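 active = activation above the mean of all tested compounds plus 3 SD, cut at about 5.5% in these data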;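 also: 100% = response to 3 µM Δ7-dafachronic acid high control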
* hit, by the source's call.

For COc1ccc(C(=O)NCC(c2ccco2)N(C)C)cc1S(=O)(=O)NCc1ccc(Cl)cc1 (stereo unspecified) the results were ssDAF12 agonist -1.2, DAX1 inh-1 -0.2, NPR1 activator 2.0, SMARCA2 activ -4.9, DAX1 inh-2 -1.6, hgDAF12 agonist -1.7, KLK7 zymogen act -0.3, FXN GAA850 act 1.7, GC-B act -0.1, sPLA2-III inh -4.9 and hcDAF12 agonist -0.4.
`CC(=O)c1ccccc1OCc1ccc(S(=O)(=O)Cc2ccccc2)cc1` gave ssDAF12 agonist -1.5, DAX1 inh-1 -0.8, NPR1 activator 7.1, SMARCA2 activ -0.7, DAX1 inh-2 -1.2, hgDAF12 agonist -4.2, KLK7 zymogen act -0.1, FXN GAA850 act -2.6, GC-B act 0.2, sPLA2-III inh -10.5 and hcDAF12 agonist -2.9.
`O=C(C1CCN(S(=O)(=O)c2cccc3cccnc23)CC1)N1CCCC1` gave ssDAF12 agonist -1.1, DAX1 inh-1 0.4, NPR1 activator 0.4, SMARCA2 activ 1.1, DAX1 inh-2 0.7, hgDAF12 agonist -0.1, KLK7 zymogen act -0.2, FXN GAA850 act 2.2, GC-B act 3.3, sPLA2-III inh -0.4 and hcDAF12 agonist -0.2.
CC1CC(C)CN(C(=O)COC(=O)CCC(=O)c2cccs2)C1 (stereo unspecified) was read as ssDAF12 agonist -0.9, DAX1 inh-1 -0.7, NPR1 activator 6.8, SMARCA2 activ -4.9, DAX1 inh-2 -0.6, hgDAF12 agonist -0.1, KLK7 zymogen act -0.4, FXN GAA850 act -0.2, GC-B act 3.0, sPLA2-III inh 13.6 and hcDAF12 agonist -0.5.
O=C(NCc1cccs1)c1cc(-c2ccccc2)nn1CC1CC(c2cccc([N+](=O)[O-])c2)=NO1 (stereo unspecified) was read as ssDAF12 agonist -1.6, DAX1 inh-1 -0.9, NPR1 activator -3.4, SMARCA2 activ -1.8, DAX1 inh-2 -0.2, hgDAF12 agonist -4.3, KLK7 zymogen act -0.2, FXN GAA850 act -1.2, GC-B act -1.8, sPLA2-III inh -0.7 and hcDAF12 agonist -1.1.
Cc1cccc(C(=O)N2CCC(n3nnc4cc(F)ccc43)CC2)c1 was read as ssDAF12 agonist -1.2, DAX1 inh-1 1.5, NPR1 activator -0.6, SMARCA2 activ -1.9, DAX1 inh-2 -0.3, hgDAF12 agonist -2.8, KLK7 zymogen act -0.8, FXN GAA850 act 6.0, GC-B act 0.6, sPLA2-III inh -2.5 and hcDAF12 agonist -2.4.
Screening O=[N+]([O-])c1ccc(/C=N/N2CCN(c3ccncc3S(=O)(=O)N3CCCCC3)CC2)cc1 returned ssDAF12 agonist -0.3, DAX1 inh-1 -0.5, NPR1 activator 3.2, SMARCA2 activ -1.0, DAX1 inh-2 0.1, hgDAF12 agonist 0.7, KLK7 zymogen act -0.6, FXN GAA850 act 1.6, GC-B act 2.4, sPLA2-III inh 2.0 and hcDAF12 agonist -0.7.
Cc1nc2ccccc2n1/C(=N\S(=O)(=O)c1ccccc1)c1ccccc1 was read as ssDAF12 agonist -0.2, DAX1 inh-1 -0.8, NPR1 activator 2.7, SMARCA2 activ -0.1, DAX1 inh-2 -0.9, hgDAF12 agonist 2.2, KLK7 zymogen act -0.4, FXN GAA850 act -2.0, GC-B act 4.3, sPLA2-III inh 1.1 and hcDAF12 agonist 0.0.
Screening COc1cc2[nH]c(=O)c(C(=O)NCCCN3CCOCC3)c(O)c2cc1OC returned ssDAF12 agonist -1.8, DAX1 inh-1 0.3, NPR1 activator 3.9, SMARCA2 activ -0.2, DAX1 inh-2 3.0, hgDAF12 agonist 1.6, KLK7 zymogen act 1.5, FXN GAA850 act 0.3, GC-B act 2.2, sPLA2-III inh 4.2 and hcDAF12 agonist -1.4.
`CC1=C(CC(=O)O)c2cc(F)ccc2/C1=C/c1ccc(S(C)=O)cc1` (stereo unspecified) gave ssDAF12 agonist -0.5, DAX1 inh-1 -0.8, NPR1 activator 3.6, SMARCA2 activ -4.9, DAX1 inh-2 -0.4, hgDAF12 agonist -3.7, KLK7 zymogen act 0.5, FXN GAA850 act 1.1, GC-B act 0.5, sPLA2-III inh 12.7 and hcDAF12 agonist -0.4.
For COc1ccc(-c2nc(-c3cccs3)no2)cc1 the results were ssDAF12 agonist -1.9, DAX1 inh-1 -5.4, NPR1 activator 1.0, SMARCA2 activ -4.3, DAX1 inh-2 2.1, hgDAF12 agonist 5.2, KLK7 zymogen act -0.1, FXN GAA850 act -2.8, GC-B act -2.2, sPLA2-III inh -5.3 and hcDAF12 agonist 1.4.
Screening O=C1N[C@H](Cc2ccccc2)COC(=O)[C@@H](Cc2ccc(F)cc2)CC/C=C/C[C@H]1CC(=O)N(CCO)Cc1ccccc1 returned ssDAF12 agonist -1.7, DAX1 inh-1 -0.8, NPR1 activator -3.4, SMARCA2 activ -0.6, DAX1 inh-2 -0.3, hgDAF12 agonist -0.8, KLK7 zymogen act -0.3, FXN GAA850 act -1.3, GC-B act -4.5, sPLA2-III inh -29.5 and hcDAF12 agonist -3.2.
For COC(=O)[C@H]1C[C@@]2(O)CN(S(=O)(=O)c3ccc(C)cc3)C[C@@]2(OC(=O)NCC2CCCCC2)C[C@H]1C(=O)OC the results were ssDAF12 agonist -1.0, DAX1 inh-1 -0.7, NPR1 activator 1.4, SMARCA2 activ -4.6, DAX1 inh-2 0.5, hgDAF12 agonist 2.6, KLK7 zymogen act -0.3, FXN GAA850 act -5.5, GC-B act -0.8, sPLA2-III inh -13.8 and hcDAF12 agonist 0.3.
For CCOc1ccc(S(=O)(=O)NCCOC)cc1C the results were ssDAF12 agonist -1.0, DAX1 inh-1 0.1, NPR1 activator 1.4, SMARCA2 activ -1.7, DAX1 inh-2 -1.0, hgDAF12 agonist 2.3, KLK7 zymogen act -0.3, FXN GAA850 act -1.8, GC-B act 4.8, sPLA2-III inh 1.2 and hcDAF12 agonist -0.4.
For CCCCn1c(O)c(/C=C/C=C/C=Nc2ccccc2)sc1=S the results were ssDAF12 agonist -0.4, DAX1 inh-1 1.4, NPR1 activator -6.6, SMARCA2 activ -0.3, DAX1 inh-2 1.0, hgDAF12 agonist 2.1, KLK7 zymogen act 0.3, FXN GAA850 act 1.8, GC-B act 0.1, sPLA2-III inh -4.9 and hcDAF12 agonist 3.2.
`Cc1cccc(NC(=O)CSc2nc3ccccc3c(=O)n2C)c1` gave ssDAF12 agonist -1.3, DAX1 inh-1 -3.1, NPR1 activator -6.9, SMARCA2 activ -2.6, DAX1 inh-2 -1.2, hgDAF12 agonist -6.6, KLK7 zymogen act -0.5, FXN GAA850 act -0.8, GC-B act -1.2, sPLA2-III inh -4.5 and hcDAF12 agonist -3.9.
For CCCCCn1c(=O)[nH]c2cc(C(=O)NCCN(CC)CC)ccc2c1=O the results were ssDAF12 agonist -0.8, DAX1 inh-1 -0.6, NPR1 activator 1.2, SMARCA2 activ -4.1, DAX1 inh-2 0.1, hgDAF12 agonist 1.2, KLK7 zymogen act -5.4, FXN GAA850 act -1.1, GC-B act 1.0, sPLA2-III inh 6.6 and hcDAF12 agonist 0.7.
Screening CC(=O)Nc1ccc(S(=O)(=O)NC2(C(F)(F)F)NC(=O)N(c3ccccc3F)C2=O)cc1 (stereo unspecified) returned ssDAF12 agonist -1.1, DAX1 inh-1 0.6, NPR1 activator -1.2, SMARCA2 activ -1.9, DAX1 inh-2 0.0, hgDAF12 agonist 1.1, KLK7 zymogen act -0.1, FXN GAA850 act 0.9, GC-B act 2.2, sPLA2-III inh 1.4 and hcDAF12 agonist -1.3.
CC1(c2cccc(Br)c2)NC(=O)N(CC(=O)NC2CCCCC2)C1=O (stereo unspecified) was read as ssDAF12 agonist -1.5, DAX1 inh-1 -0.8, NPR1 activator 3.5, SMARCA2 activ -1.7, DAX1 inh-2 0.3, hgDAF12 agonist 2.1, KLK7 zymogen act -0.1, FXN GAA850 act -3.1, GC-B act 4.6, sPLA2-III inh 5.5 and hcDAF12 agonist -1.5.
For CC(=O)Nc1ccc2c(c1)ncn2-c1ccccc1 the results were ssDAF12 agonist -0.1, NPR1 activator -1.1, SMARCA2 activ 11.6*, DAX1 inh-2 2.4, hgDAF12 agonist 3.8, KLK7 zymogen act 0.7, FXN GAA850 act 7.4, GC-B act -1.8, sPLA2-III inh -0.9 and hcDAF12 agonist 0.9.
COC(=O)C1CN(CCc2ccccc2)CCS(=O)(=O)N1Cc1ccccc1F (stereo unspecified) was read as ssDAF12 agonist -1.0, NPR1 activator -1.9, SMARCA2 activ -0.8, DAX1 inh-2 -0.7, hgDAF12 agonist 0.5, KLK7 zymogen act -0.4, GC-B act -2.4, sPLA2-III inh -0.6 and hcDAF12 agonist -3.1.
Screening O=C(C1CCN(S(=O)(=O)c2ccc(Cl)cc2)CC1)N1CCC1 returned ssDAF12 agonist -0.7, DAX1 inh-1 -0.5, NPR1 activator 2.4, SMARCA2 activ -2.6, DAX1 inh-2 0.6, hgDAF12 agonist -1.8, KLK7 zymogen act 0.1, FXN GAA850 act 2.9, GC-B act 2.3, sPLA2-III inh 0.6 and hcDAF12 agonist 0.5.
For C=C(C)CNC(=S)N/N=C\c1ccc2c(c1)OCO2 the results were ssDAF12 agonist -0.6, DAX1 inh-1 -0.6, NPR1 activator 3.0, SMARCA2 activ 2.5, DAX1 inh-2 -0.1, hgDAF12 agonist -1.2, KLK7 zymogen act -0.5, FXN GAA850 act 2.9, GC-B act 3.5, sPLA2-III inh 9.6 and hcDAF12 agonist 0.7.
Screening COc1ccc(C(=O)OCc2cc(=O)n3c(C)csc3n2)cc1F returned ssDAF12 agonist -0.3, DAX1 inh-1 -0.6, NPR1 activator 4.1, SMARCA2 activ 2.4, DAX1 inh-2 -0.5, hgDAF12 agonist 3.5, KLK7 zymogen act -0.2, FXN GAA850 act 2.2, GC-B act 3.8, sPLA2-III inh 2.9 and hcDAF12 agonist 3.0.
`CCN(C(=O)COC(=O)c1ccccc1NCCO)C1CCS(=O)(=O)C1` (stereo unspecified) gave ssDAF12 agonist -0.7, DAX1 inh-1 0.6, NPR1 activator 2.1, SMARCA2 activ -0.7, DAX1 inh-2 2.5, hgDAF12 agonist 0.3, KLK7 zymogen act 25.5*, FXN GAA850 act 1.5, GC-B act 2.3, sPLA2-III inh 1.4 and hcDAF12 agonist -1.1.
For O=C(CCN1C(=O)c2ccccc2S1(=O)=O)N1CCN(c2ccc(F)cc2)CC1 the results were ssDAF12 agonist -0.6, DAX1 inh-1 -1.0, NPR1 activator 1.4, SMARCA2 activ 0.0, DAX1 inh-2 -2.1, hgDAF12 agonist 2.0, KLK7 zymogen act 0.7, FXN GAA850 act 1.8, GC-B act -3.5, sPLA2-III inh 3.1 and hcDAF12 agonist -1.2.
Screening O=C(OCC(=O)c1ccc(Cl)cc1Cl)c1ccccn1 returned ssDAF12 agonist -1.3, DAX1 inh-1 -0.2, NPR1 activator 4.9, SMARCA2 activ -1.1, DAX1 inh-2 -0.5, hgDAF12 agonist -1.0, KLK7 zymogen act -0.8, FXN GAA850 act 2.3, GC-B act 0.6, sPLA2-III inh -6.6 and hcDAF12 agonist 0.8.
